Compound activity from PubChem BioAssay.
S3 lipid droplet: qHTS Assay for Lipid Storage Modulators in Drosophila S3 Cells | lipid storage change, negative = inhibition, % at the top dose, mostly 46.1 µM; hits show Potency in µM | AID 2685 | Drosophila S3 cells, BODIPY lipid droplet fluorescence, 18-24 h; cells fed with added oleic acid | actives 0.64% (n = 320,000); active = well fitted inhibition curve with a large enough effect in the signal ratio, with a control signal flat, not every such curve was filed as active; inconclusive = small, poorly fitted or top-dose-only effect, or effect the other way, or a change in a side signal; the % refers to the signal ratio
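Laser-scanning cytometry quantifies lipid droplet accumulation (500–530 nm total intensity; droplet/cell object ratio) in oleic acid-fed (400 uM added) Drosophila S3 cells treated with a concentration series. 20 uM Triacsin C defined 100% inhibition.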
S3 lipid droplet cell count max: further read-out of S3 lipid droplet, marked with its call; cell number change, %; measured here: cell count max response;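 cells counted by Cell Tracker Red CMTPX staining in the red channel; peak over a dose series mostly up to 46.1 µM; percent activity relative to internal control wells on each plate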
* = called active by the depositor; i = inactive; u = inconclusive; x = not tested or not shown; [ ] = remark or other dose. % is set by controls: 0 for no effect and ±100 for the full control effect; potency is the fitted concentration of half-maximal effect. An excerpt (hit frequency here may not be typical).

molecule	S3 lipid droplet	S3 lipid droplet cell count max
COCCCn1c(=O)c2sccc2n(Cc2ccccc2)c1=O	7.8%	-10.1
COc1cc(SC)ccc1C(=O)Nc1ncc(C)s1	0.8%	-5.5
COc1ccc(C2CC(=O)N3CN(c4ccc(C)c(Cl)c4)CSC3=C2C#N)cc1 (stereo not drawn)	u	x
O=C(/C=C/c1ccco1)Nc1ccc2nc3n(c(=O)c2c1)CCCC3	-8.7%	-9.4
COc1ccc(C)cc1NC(=S)Nc1ccccc1SC	u	x
[O-][n+]1c2ccccc2c2n1CCN=C2c1ccc(Cl)cc1	u	x
O=C1CC(C(=O)Nc2nccs2)C(c2ccccc2)O1 (stereo not drawn)	11.1%	5.9
CNC(=S)N(Cc1cc2cc(OC)c(OC)cc2[nH]c1=O)C1CCCC1	15.4%	5.3
COc1cccc2c1OC1(C)CC2NC(=O)N1c1cccc(C(=O)N2CCN(c3ccccc3)CC2)c1 (stereo not drawn)	0.1%	3.4
N#CC1=C(S)N(c2ccccc2)C(c2ccc(-c3cc(Cl)ccc3Cl)o2)NC1=O (stereo not drawn)	u	x
Cc1cc(O)c(C(C)C)cc1NC(=O)Nc1cccc2ccccc12	-1.6%	1.3
O=C(CN1CCN(S(=O)(=O)c2ccc(Cl)s2)CC1)N1CCOCC1	10.6%	1.2
Cc1nnc(SCCC(=O)Nc2nc(-c3ccccc3)ns2)s1	u	x
COc1cc(NC(=O)c2cc3ccccc3cc2OC)ccc1NC(=O)c1cccs1	u	x
CS(=O)(=O)n1nc(-c2cccnc2)nc1NCc1ccccc1	u	x

(continued)
molecule	S3 lipid droplet	S3 lipid droplet cell count max
c1ccc2c(C3=NNC(=NC4CC4)SC3)c[nH]c2c1	u	x
COc1ccccc1C1=NOC(CN2C(=O)c3ccccc3S2(=O)=O)C1 (stereo not drawn)	u	x
CCOc1ccccc1C1CC(c2cccc(NS(C)(=O)=O)c2)=NN1C(=O)c1ccccc1 (stereo not drawn)	u	x
COc1ccc(NC(=O)CN2C(=O)NC(C)(C3CC3)C2=O)cc1S(=O)(=O)N1CCCCC1 (stereo not drawn)	18.5%	29.3
COc1ccccc1N1CCN(C(=O)c2ccc3nc[nH]c3c2)CC1	u	x
CCN1CCN(c2ccc(S(=O)(=O)N3CCOCC3)cc2NC(=O)c2ccc(C)cc2C)CC1	u	x
C=CCS/C(N)=N\N=C\c1cc(Br)cc([N+](=O)[O-])c1O	u	x
CN1CCN(c2ccc(S(=O)(=O)N3CCCCC3)cc2NC(=O)COc2ccc(F)cc2)CC1	u	x
[O-]/C(=C(\C(=S)NCCN1CCOCC1)[n+]1ccccc1)c1ccc(Cl)s1	u	x
CC(C(=O)N1CCOCC1)N1C(=O)c2ccccc2C1=O (stereo not drawn)	i	7.4
CCOC(=O)N1CCC(NC(=O)c2cnn3cccnc23)CC1	-19.0%	0.6
O=C(CCc1ccccc1)Nc1ccc2ccccc2n1	7.8%	8.2
O=C(O)CCNC(=O)C12CC3CC(CC(C3)C1)C2	u	x
COc1ccc(N(CC(=O)Nc2ccc3c(c2)OCO3)S(=O)(=O)c2c(C)nn(C)c2C)cc1	u	x
CNc1nc(-c2ccc3c(c2)CCN3C(=O)CC(C)(C)C)c(C)s1	u	x

The last 2 compounds of the part before open the next one.
molecule	S3 lipid droplet	S3 lipid droplet cell count max
COc1ccc(N(CC(=O)Nc2ccc3c(c2)OCO3)S(=O)(=O)c2c(C)nn(C)c2C)cc1	u	x
CNc1nc(-c2ccc3c(c2)CCN3C(=O)CC(C)(C)C)c(C)s1	u	x
CCN1C(=O)[C@@H]2[C@@H](c3ccc(-c4ccc(OC)cc4)cc3)N3CCC[C@@]3(C(=O)OC)[C@@H]2C1=O	u	x
CC(/C=N/NC(=O)c1cnccn1)=C\c1ccco1	u	x
O=C(Cc1ccccc1)NC1CCN(C(=O)c2ccc([N+](=O)[O-])cc2)CC1	11.8%	15.1
Cc1ccnc(NC(=O)CCC(=O)N(CC(=O)NC(C)(C)C)c2ccc3c(c2)OCO3)c1	u	x
Cc1cccc(OCC(=O)N(C)CC(=O)Nc2cccc(F)c2)c1C	u	x
CC(C)C(NC(=O)c1ccccc1)C(=O)NCc1ccccn1 (stereo not drawn)	i	x
O=S(=O)(O)C1CCNCC1	-9.9%	-2.3
COc1cc(OC)cc(C(=O)Nc2ncn[nH]2)c1	u	x
C=CCSC1=Nc2cc(OC)c(OC)cc2C2=NC(=O)CN12	u	x
CC(=O)Nc1ccc(C(=O)CS(=O)(=O)c2ccc(C)cc2)cc1	u	x
O=C(O)c1csc(N/N=C/c2ccc(Br)cc2)n1	-6.9%	-11.9
O=C(Nc1cccnc1)c1ccccc1-c1nc(-c2ccccc2F)no1	u	x
Cc1cccc(C(=O)NCCCNC(=O)c2ccccn2)c1	u	x
COc1ccc(CNCCCC(=O)Nc2c(Cl)ccc(C)c2Cl)cc1OC	u	x
Cn1c(C2CCCN2C(=O)OC(C)(C)C)n[nH]c1=S (stereo not drawn)	u	x

Three of the entries above in order of the S3 lipid droplet value, ascending.
molecule	S3 lipid droplet	S3 lipid droplet cell count max
O=S(=O)(O)C1CCNCC1	-9.9%	-2.3
O=C(O)c1csc(N/N=C/c2ccc(Br)cc2)n1	-6.9%	-11.9
O=C(Cc1ccccc1)NC1CCN(C(=O)c2ccc([N+](=O)[O-])cc2)CC1	11.8%	15.1

Further structures
molecule	S3 lipid droplet	S3 lipid droplet cell count max
CCN(C(=O)COC(=O)c1cc(S(=O)(=O)N2CCOCC2)ccc1F)C1CCS(=O)(=O)C1 (stereo not drawn)	u	x
CCNC(=O)CN1C(=O)NC2(CCOc3ccccc32)C1=O (stereo not drawn)	u	x
O=C(Nc1nc2ccccc2[nH]1)Nc1ccccc1F	u	x
CCOc1ccc(C(=O)NNC(=O)C2CC(=O)N(c3ccc(C)cc3)C2)cc1 (stereo not drawn)	i[0.0737 µM]	-5.7
CCOC(=O)C1CCN(c2cc(=O)n(-c3ccccc3Cl)c(=O)[nH]2)CC1	8.3%	2.8
CCCc1cc(=O)n2[nH]c(C)c(-c3ccc(OC)cc3)c2n1	18.4µM*	16.5*
NC(=O)COC(=O)c1cc(=O)[nH]c2ccccc12	-12.1%	-1.6
Cc1cccc(C(C(=O)NC2CCCCC2)N(C(=O)c2csnn2)C2CC2)c1 (stereo not drawn)	u	x
CC(=O)c1cc(C(=O)N2CCc3c([nH]c4ccccc34)C2CC(C)C)[nH]n1 (stereo not drawn)	8.4%	0.2
O=C(O)c1cnn2c(-c3ccc(F)cc3)ccnc12	-3.9%	0.2
O=C(/C=C/c1ccco1)N(Cc1cccc(Cl)c1)C1CCS(=O)(=O)C1 (stereo not drawn)	-1.0%	x
CN(C)CCCN(C(=O)c1ccc(S(=O)(=O)N2CCOCC2)cc1)c1nc2ccc(F)cc2s1	-8.6%	15.4
O=C(NCc1ccc2c(c1)OCO2)c1cnc2n(c1=O)CCS2	u	x
Cc1ccc(NC(=O)N2CCC(C(=O)Nc3ccc(C)cc3C)CC2)cc1	0.7%	20.1
Cc1nn(C(=O)c2ccco2)c(C)c1Sc1ccc([N+](=O)[O-])cc1	u	x

An excerpt from above in order of molar mass, descending:
molecule	S3 lipid droplet	S3 lipid droplet cell count max
Cc1cccc(C(C(=O)NC2CCCCC2)N(C(=O)c2csnn2)C2CC2)c1 (stereo not drawn)	u	x
Cc1ccc(NC(=O)N2CCC(C(=O)Nc3ccc(C)cc3C)CC2)cc1	0.7%	20.1
O=C(/C=C/c1ccco1)Nc1ccc2nc3n(c(=O)c2c1)CCCC3	-8.7%	-9.4

Continued.
molecule	S3 lipid droplet	S3 lipid droplet cell count max
COc1cc(NC(=O)c2ccc(Br)o2)c(C(=O)O)cc1OC	-9.2%	-5.9
C=CCN1C(=O)c2ccc(C(=O)N(C)CC(=O)Nc3cccc(F)c3)cc2C1=O	i	5.9
COc1cc(C(=O)N/C(=C\c2cn(C)c3ccccc23)C(=O)NCCN2CCOCC2)cc(OC)c1OC	-8.5%	x
Cc1ccc(/C=C/C(=O)Nc2cc(=O)n(C)c(=O)n2C)o1	u	x
Clc1ccc(-c2ccc(/C=N/Nc3cc(N4CCOCC4)nc(N4CCOCC4)n3)o2)cc1	-16.2%	-18.6
O=[N+]([O-])/C(C=Nc1ccccc1O)=C\Nc1ccccc1O	u	x
Cc1cc(C)nc(SCC(=O)NC2=NC(=O)C(C)S2)n1 (stereo not drawn)	i	x
O=C(O)c1ccc(CSc2nnnn2C2CCCCC2)cc1	i	x
O=C(CCCCCN1C(=O)[C@@H]2Cc3ccccc3CN2C1=O)NCCc1ccccc1	u	x
Cc1ccc(NC(=S)NNC(=O)c2ccco2)cc1	i	x
COc1cc(/C=C/C(=O)OCC(=O)NC(=O)NC2CCCCC2)ccc1OC(F)F	u	x
CCCOP(=O)(OCCC)C(Nc1ccc(C(=O)O)cc1)c1ccccc1 (stereo not drawn)	12.9%	6.0
O=C(CN1CCc2ccccc2C1)Nc1ccccc1C(F)(F)F	u	x
Cc1ccc(C(=O)Oc2cccc(NC(=O)c3ccccc3)c2)cc1C	-5.8%	18.1
COc1ccc(S(=O)(=O)Nc2ccc(C)cn2)cc1	i	22.1

(further entries)
Sequence of screens – S3 lipid droplet, S3 lipid droplet cell count max
CSCCC(NC(=O)c1ccccc1)C(=O)NCc1ccc(S(N)(=O)=O)cc1 (stereo not drawn)
    u, x
C=CCOc1cccc(/C=C/c2nc3ccccc3c(=O)[nH]2)c1
    7.8%, 5.2
Cc1cc(Cl)ccc1C(=O)C1CCCN(C(=O)c2n[nH]c3c2CCCC3)C1 (stereo not drawn)
    -8.3%, -0.6
COc1cccc(NC(=O)Cc2nnc(SCC(=O)c3ccccc3)n2C)c1
    u, x
CC(=O)Nc1cc(C(=O)O)ccc1S(=O)(=O)c1ccc(Cl)cc1
    -6.5%, -18.3
Cc1cccc(NC(=S)NC(=O)c2ccco2)n1
    u, x
NC(=O)c1ccc(NC(=O)c2ccc(COc3ccccc3Br)cc2)cc1
    u, x
COc1ccc(Cl)cc1NS(=O)(=O)c1cccc(C(=O)NCC(c2ccco2)N2CCCC2)c1 (stereo not drawn)
    -2.3%, 0.6
COc1ccc2cc(CN(Cc3ccco3)C(=S)NCC3CCCO3)c(=O)[nH]c2c1 (stereo not drawn)
    0.8%, -23.8
CN1CCN(S(=O)(=O)c2cccc(C(=O)Nc3ccccc3N3CCCCC3)c2)CC1
    u, x
COc1cccc(CN(CC2CCCO2)S(=O)(=O)c2ccc(-n3cnnn3)c(OC)c2)c1 (stereo not drawn)
    -9.1%, -13.1
COc1ccc(C(=O)OCC(=O)N(C)C2CCS(=O)(=O)C2)cc1S(=O)(=O)N(C)Cc1ccccc1 (stereo not drawn)
    u, x
CN1CCN(S(=O)(=O)c2ccc3[nH]cc(C(=O)O)c(=O)c3c2)CC1
    i, -4.0
CC(=O)Cn1c(CN2CCN(C(=O)c3ccco3)CC2)nc2c1c(=O)n(C)c(=O)n2C
    i, 32.8
COc1ccc(-c2n[nH]c(=S)n2-c2ccc3c(c2)OCCO3)cc1
    u, x

Additional entries.
Sequence of screens – S3 lipid droplet, S3 lipid droplet cell count max
CC1CCN(S(=O)(=O)c2cccc(-c3cn4cc(Cl)ccc4n3)c2)CC1
    u, x
COc1ccc(C(=O)Nc2ccc(S(=O)(=O)N3CCCCC3)cc2)cc1
    u, x
COC(=O)c1cc(OC)c(OC)cc1NC(=O)Cc1cccs1
    u, x
CCc1ccc(NC(=O)CSc2nnc(CNC(=O)c3ccc(OC)cc3)o2)cc1
    i, 8.5
O=C1C2CCCN2C(=O)N1CCCCN1CCN(c2cccc(C(F)(F)F)c2)CC1 (stereo not drawn)
    u, x
Cc1ccnc(SCCn2c(N3CCN(C)CC3)nc3c2c(=O)[nH]c(=O)n3C)n1
    u, x
O=C(/C=C/c1ccco1)N1CCc2ccccc21
    u, x
Cc1cc(OCC(=O)NNC(=O)c2ccncc2)cc(C)c1Cl
    u, x
COc1ccccc1N=Cc1c(O)c2ccccc2oc1=O
    u, x
O=c1[nH]c(CNCc2cccnc2)nc2ccccc12
    u, x
O=C(Nc1ccc(C(=O)N2CCCCC2)cc1)C1CCCCC1
    u, x
c1ccc(CCCOCCC2CO2)cc1 (stereo not drawn)
    209.1%, 23.9
O=S(=O)(c1ccccc1)C(/C=N\O)/C=C/c1ccccc1 (stereo not drawn)
    u, x
CCC(C)(C(=O)NC1CCCC1)N(Cc1cccs1)C(C)=O (stereo not drawn)
    -4.9%, -16.2
COC(=O)C(CCCN1C(=O)c2ccccc2C1=O)(NC(C)=O)c1nn[nH]n1 (stereo not drawn)
    0.5%, 8.1

Continuation.
Sequence of screens – S3 lipid droplet, S3 lipid droplet cell count max
O=C(CNc1cccc(S(=O)(=O)N2CCOCC2)c1)Nc1cccc(Br)c1
    u, x
O=C(CN1C(=O)CNC1=O)Nc1ccc(Cl)cc1
    -18.8%, -16.9
COc1ccc(S(=O)(=O)N2CCCC2C(=O)NCc2ccccc2Cl)cc1 (stereo not drawn)
    u, x
CCOC(=O)c1cc2sccc2n1CC(=O)N1c2ccccc2CC1C (stereo not drawn)
    u, x
COc1ccc(NC(=O)c2c3c(nc4ccccc24)CCC3)cc1S(=O)(=O)N1CCOCC1
    u, x
COC(=O)C(C)Sc1nnc(SC(C)C(=O)OC)s1 (stereo not drawn)
    i, 26.4
Cc1ccc(C(C)c2c(C)c([N+](=O)[O-])cc(C)c2[N+](=O)[O-])cn1 (stereo not drawn)
    8.4%, 11.2
